M1AAP inhibition: P. falciparum M1AAP inhibitors, biochemical, fluorogenic H-Leu-NHMec substrate, 1536-well (AID 1445); inhibition, % at 30 µM; hits with a dose series show IC50 in µM; Aminopeptidase N (Plasmodium falciparum (isolate 3D7)); actives 0.42% (n = 220,000); recombinant M1AAP, H-Leu-NHMec fluorogenic kinetic assay; higher % means a stronger effect;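 active means primary inhibition above the hit cutoff, then over 50% inhibition at one or more dose response concentrations, cut at about 23% in these data, passing the limit was not always enough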;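 further: plate controls were DMSO full reaction for no effect and no enzyme background for full effect; strong numbers were not always called active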
AID2073: inhibitors of Mint1-CaV2.2 protein interaction, biochemical, HTRF (AID 2073). HTRF protein-protein interaction, Mint1-CaV2.2; higher % means a stronger effect. inhibition, % at 20 µM, or IC50 in µM where a hit was titrated. actives 0.19% (n = 290,000); in the data active means inhibition mostly above about 51%, no sharp cut-off; further: some results filed as inactive read as strong as hits
M17LAP inhibition: P. falciparum M17LAP inhibitors, primary screen, biochemical, fluorogenic H-Leu-NHMec substrate, 1536-well (AID 1619). recombinant M17LAP, H-Leu-NHMec fluorogenic kinetic assay; higher % means a stronger effect. inhibition, % at 30 µM, or IC50 in µM where a hit was titrated. actives 0.38% (n = 220,000);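 active means compound inhibiting the enzyme by more than half at any dose during confirmatory dose-response retesting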;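 further: plate controls were full reaction with DMSO carrier for no effect and no enzyme background for full effect; strong numbers were not always called active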
human PMI inhibitors: human PMI inhibitors, high substrate, primary screen, biochemical, fluorescence intensity, high mannose 6-phosphate (AID 1220); Mannose-6-phosphate isomerase (Homo sapiens); recombinant PMI enzyme, coupled fluorescence intensity; higher % means a stronger effect; one-dose inhibition, % at 20 µM; IC50 in µM for titrated hits; actives 0.66% (n = 190,000)
Dynein transport: inhibitors of GR-EGFP nuclear translocation, primary screen, dynein cargo transport inhibitor project, imaging, high-content, 3617.4 mouse cells; test concentration mostly 20 µM; stimulated with dexamethasone, 1 µM; stronger effect = lower value; z-score, hits read low; actives 0.47% (n = 220,000);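 active means plate z-score of nuclear minus cytoplasmic receptor signal below a set negative limit, without overly bright fluorescence or cell loss, cut at about -3.5 in these data, passing the limit was not always enough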;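 further: z-score of nuclear minus cytoplasmic ring GR-EGFP intensity difference per well; some compounds called inactive have numbers as strong as hits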
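Buffer or medium: Induction medium lacking tetracycline, stripped serum | Also added: Dexamethasone agonist, 1.0 µM final, for 30 min | Timing: 48 h induction, 1 h compound, 30 min dex at 37 °C | Detection: Formaldehyde fixation, Hoechst nuclear stain, 10x automated fluorescence imaging | Measure: Nuclear versus cytoplasmic GR-EGFP signal, averaged per well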
LYP phosphatase: inhibitors of LYP phosphatase, biochemical, fluorescence intensity, uHTS (AID 1779). Tyrosine-protein phosphatase non-receptor type 22 (Homo sapiens). recombinant LYP phosphatase, fluorescence intensity; higher % means a stronger effect. one-dose inhibition, % at 11.5 µM; IC50 in µM for titrated hits. actives 0.054% (n = 290,000);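 further: plate controls were vehicle with enzyme for no effect and no enzyme for full effect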
PMI inhibitors: inhibitors of human PMI, primary screen, biochemical, fluorescence intensity, coupled assay (AID 1209) | Mannose-6-phosphate isomerase (Homo sapiens) | purified PMI enzyme, coupled fluorescence intensity; higher % means a stronger effect | inhibition, % at 20 µM, or IC50 in µM where a hit was titrated | actives 0.42% (n = 190,000);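 further: plate controls were DMSO vehicle for no effect and wells lacking substrate for full effect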
Siah-1 displacement: Siah-1 peptide-binding antagonists, primary screen, biochemical, fluorescence polarization, rhodamine-plectin, uHTS (AID 1817); actives 0.02% (n = 290,000); Siah-1 / rhodamine-plectin peptide fluorescence polarization; higher % means a stronger effect; displacement, % at 20 µM; hits with a dose series show IC50 in µM; E3 ubiquitin-protein ligase SIAH1 (Homo sapiens);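 active means displacement of at least 50% at 20 µM, with a fluorescence ratio check between 0.3 and a set limit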;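 further: plate controls were Siah plus tracer with DMSO for no effect and tracer alone without Siah for full effect; strong numbers were not always called active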
XIAP antagonists: XIAP antagonists, biochemical, IAP family, fluorescence polarization (AID 1018). E3 ubiquitin-protein ligase XIAP (Homo sapiens). one-dose displacement, % at 20 µM; IC50 in µM for titrated hits. actives 0.007% (n = 200,000). XIAP BIR domain, fluorescence polarization peptide displacement; higher % means a stronger effect; in the data active means displacement above about 50%; further: a part of the inactive calls stands beside numbers as strong as those of hits
Dynein transport cytoplasmic EGFP: recorded beside Dynein transport, whose call it bears; z-score; measured here: cytoplasmic GR-EGFP intensity; stronger effect = higher value
Dynein transport nuclear GR-EGFP: second read-out of Dynein transport, no call of its own (marks repeat the call); z-score; measured here: nuclear GR-EGFP intensity;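 lower value marks the stronger effect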
Dynein transport cell count: recorded beside Dynein transport, whose call it bears; z-score; measured here: cell count per field
* = called active by the depositor. Unless noted, no stated cut-off is given here; in the data, active means inhibition above about 50%; inactive means the rest.

For COc1ccc(-n2c(N)c(C(=O)NCC3CCCO3)sc2=S)cc1 (stereo unspecified) the results were M1AAP inhibition 6.5%, AID2073 -3.7%, M17LAP inhibition 24.4%, human PMI inhibitors 5.8%, Dynein transport 0.76, LYP phosphatase -4.6%, PMI inhibitors 6.0%, Siah-1 displacement 1.5%, XIAP antagonists 1.0%, Dynein transport cytoplasmic EGFP -0.235, Dynein transport nuclear GR-EGFP 0.314 and Dynein transport cell count -0.464.
Screening O=C(CSc1ncccn1)N/N=C/c1cccs1 returned M1AAP inhibition -0.5%, AID2073 14.1%, M17LAP inhibition 24.3%, human PMI inhibitors -0.9%, Dynein transport -0.574, LYP phosphatase 1.6%, PMI inhibitors -6.7%, Siah-1 displacement -3.2%, XIAP antagonists -1.8%, Dynein transport cytoplasmic EGFP -0.205, Dynein transport nuclear GR-EGFP 0.316 and Dynein transport cell count 0.314.
Cc1cc(C)n(-c2ccc(C(=O)NCc3cccs3)cc2)n1 was read as M1AAP inhibition -3.2%, AID2073 11.8%, M17LAP inhibition -3.8%, human PMI inhibitors -1.7%, Dynein transport -0.433, LYP phosphatase -8.2%, PMI inhibitors -3.4%, Siah-1 displacement -1.9%, XIAP antagonists -4.4%, Dynein transport cytoplasmic EGFP -0.231, Dynein transport nuclear GR-EGFP -0.341 and Dynein transport cell count 1.63.
CN(C)CCCNc1ccc(-c2nn(C)c(=O)c3ccccc23)cc1[N+](=O)[O-] was read as M1AAP inhibition 1.1%, AID2073 -6.1%, M17LAP inhibition 2.9%, human PMI inhibitors -2.3%, Dynein transport -0.31, LYP phosphatase 1.5%, PMI inhibitors 0.2%, Siah-1 displacement 1.9%, XIAP antagonists -2.9%, Dynein transport cytoplasmic EGFP 0.378, Dynein transport nuclear GR-EGFP 0.0309 and Dynein transport cell count 0.639.
Screening O=C(Nc1cc(C(F)(F)F)ccc1N1CCOCC1)c1ccccc1 returned M1AAP inhibition 2.0%, AID2073 -3.9%, M17LAP inhibition 0.8%, human PMI inhibitors -2.5%, Dynein transport 3.59, LYP phosphatase 5.7%, PMI inhibitors -1.0%, Siah-1 displacement -0.7%, XIAP antagonists -2.1%, Dynein transport cytoplasmic EGFP 0.258, Dynein transport nuclear GR-EGFP 2.79 and Dynein transport cell count -2.51.
`CC(=O)Nc1ccc(S(=O)(=O)N(C)c2ccc(OCC(=O)OCC(=O)NCc3ccco3)cc2)cc1` gave AID2073 10.3%, Dynein transport -0.524, LYP phosphatase -3.1%, Siah-1 displacement 7.0%, Dynein transport cytoplasmic EGFP -0.751, Dynein transport nuclear GR-EGFP -0.494 and Dynein transport cell count -0.0741.
`CCC(=O)c1ccc(OCC(O)Cn2nnc3ccccc32)cc1` (stereo unspecified) gave M1AAP inhibition 0.1%, AID2073 -7.8%, M17LAP inhibition 8.1%, human PMI inhibitors -3.9%, Dynein transport -0.42, LYP phosphatase 3.4%, PMI inhibitors -6.8%, Siah-1 displacement 0.7%, XIAP antagonists -16.0%, Dynein transport cytoplasmic EGFP -0.223, Dynein transport nuclear GR-EGFP 0.018 and Dynein transport cell count 0.699.
Screening O=C(NC1CCCC1)C(c1ccccc1F)N(C(=O)Cc1cccs1)c1ccc2c(c1)OCCO2 (stereo unspecified) returned M1AAP inhibition 11.7%, AID2073 1.1%, M17LAP inhibition 5.7%, human PMI inhibitors 7.9%, Dynein transport 0.249, LYP phosphatase -3.6%, PMI inhibitors 16.6%, Siah-1 displacement -2.8%, XIAP antagonists -5.4%, Dynein transport cytoplasmic EGFP -0.248, Dynein transport nuclear GR-EGFP 0.193 and Dynein transport cell count 0.233.
Screening CN(Cc1ccccc1)S(=O)(=O)c1ccc(OCC(=O)Nc2cccc([N+](=O)[O-])c2)cc1 returned M1AAP inhibition 3.2%, AID2073 4.1%, M17LAP inhibition -4.6%, human PMI inhibitors -2.3%, Dynein transport -0.526, LYP phosphatase -0.2%, PMI inhibitors -0.8%, Siah-1 displacement 0.3%, XIAP antagonists -7.2%, Dynein transport cytoplasmic EGFP -0.236, Dynein transport nuclear GR-EGFP -0.221 and Dynein transport cell count -0.109.
`Cc1cc(C)n2nc(-c3ccsc3-n3c(C)ccc3C)cc2n1` gave M1AAP inhibition 8.4%, AID2073 72.1%, M17LAP inhibition 3.9%, human PMI inhibitors -43.9%, Dynein transport -0.355, LYP phosphatase 2.0%, PMI inhibitors -14.9%, Siah-1 displacement 18.6%, XIAP antagonists -9.8%, Dynein transport cytoplasmic EGFP -0.156, Dynein transport nuclear GR-EGFP -0.567 and Dynein transport cell count -0.195.
For CC(C)CCNC(=S)Nc1ccc(Br)cc1 the results were M1AAP inhibition 4.6%, AID2073 -16.4%, M17LAP inhibition 1.3%, human PMI inhibitors 6.6%, Dynein transport -0.9, LYP phosphatase -2.7%, PMI inhibitors 13.4%, Siah-1 displacement -2.6%, XIAP antagonists -5.0%, Dynein transport cytoplasmic EGFP -0.249, Dynein transport nuclear GR-EGFP 0.287 and Dynein transport cell count 0.403.
For CCCCCn1c(N2CCOCC2)nc2c1c(=O)n(CC(N)=O)c(=O)n2C the results were M1AAP inhibition 4.0%, AID2073 -5.3%, M17LAP inhibition -2.4%, human PMI inhibitors -4.7%, Dynein transport -0.683, LYP phosphatase -7.1%, PMI inhibitors -1.8%, Siah-1 displacement 1.4%, XIAP antagonists -7.4%, Dynein transport cytoplasmic EGFP -0.323, Dynein transport nuclear GR-EGFP -0.204 and Dynein transport cell count 1.34.
O=C(O)CCCCCn1c(SCC(=O)Nc2ccc(F)cc2)nc2ccsc2c1=O was read as M1AAP inhibition 11.8%, AID2073 17.4%, M17LAP inhibition 18.9%, human PMI inhibitors -6.5%, Dynein transport 0.532, LYP phosphatase -3.9%, PMI inhibitors -3.7%, Siah-1 displacement 2.6%, XIAP antagonists -3.0%, Dynein transport cytoplasmic EGFP -0.301, Dynein transport nuclear GR-EGFP -0.151 and Dynein transport cell count -0.00933.
COc1ccccc1NC(=O)Cn1nnc(-c2ccccc2NC(=O)c2cc3ccccc3oc2=O)n1 was read as M1AAP inhibition -3.4%, AID2073 3.6%, M17LAP inhibition -5.9%, human PMI inhibitors 0.2%, Dynein transport 0.129, LYP phosphatase 0.6%, PMI inhibitors -9.1%, Siah-1 displacement -3.0%, XIAP antagonists -7.3%, Dynein transport cytoplasmic EGFP 0.203, Dynein transport nuclear GR-EGFP 0.865 and Dynein transport cell count 0.514.
For CC(=O)SC(C)CC(=O)NCc1ccccc1 (stereo unspecified) the results were M1AAP inhibition 4.9%, AID2073 2.8%, M17LAP inhibition 7.7%, human PMI inhibitors -6.4%, Dynein transport -0.149, LYP phosphatase -4.7%, PMI inhibitors -7.8%, Siah-1 displacement 3.4%, XIAP antagonists -2.0%, Dynein transport cytoplasmic EGFP -0.00998, Dynein transport nuclear GR-EGFP 0.272 and Dynein transport cell count -0.0658.
`Cc1cccc(CC2S/C(=N/N=C/c3ccco3)NC2=O)c1` (stereo unspecified) gave M1AAP inhibition 7.3%, AID2073 19.3%, M17LAP inhibition 6.3%, human PMI inhibitors -4.6%, Dynein transport 0.848, LYP phosphatase -3.6%, PMI inhibitors -1.4%, Siah-1 displacement 18.6%, XIAP antagonists -6.0%, Dynein transport cytoplasmic EGFP 0.00243, Dynein transport nuclear GR-EGFP 1.24 and Dynein transport cell count -1.64.
For CCCCc1nnc(NC(=O)CSc2nc(O)c(Cc3ccccc3)c(=O)[nH]2)s1 the results were M1AAP inhibition 3.7%, AID2073 2.2%, M17LAP inhibition 12.9%, human PMI inhibitors -6.3%, Dynein transport 1.13, LYP phosphatase -5.4%, PMI inhibitors -5.0%, Siah-1 displacement -6.8%, XIAP antagonists -13.4%, Dynein transport cytoplasmic EGFP -0.308, Dynein transport nuclear GR-EGFP -0.074 and Dynein transport cell count -0.593.
CCN(C(=O)COC(=O)c1ccc(COc2ccc3c(C)cc(=O)oc3c2)cc1)C1CCS(=O)(=O)C1 (stereo unspecified) was read as M1AAP inhibition 3.5%, AID2073 39.5%, M17LAP inhibition -16.3%, human PMI inhibitors 1.2%, Dynein transport -0.815, LYP phosphatase -3.9%, PMI inhibitors 2.5%, Siah-1 displacement 12.2%, XIAP antagonists -13.7%, Dynein transport cytoplasmic EGFP -0.225, Dynein transport nuclear GR-EGFP -0.428 and Dynein transport cell count 0.709.
For CCOC(=O)Nc1sc(C)c(C)c1C(N)=O the results were M1AAP inhibition 3.3%, AID2073 33.1%, M17LAP inhibition 5.1%, human PMI inhibitors 19.7%, Dynein transport 0.949, LYP phosphatase -2.3%, PMI inhibitors 21.2%, Siah-1 displacement 1.5%, XIAP antagonists 0.6%, Dynein transport cytoplasmic EGFP -0.276, Dynein transport nuclear GR-EGFP 0.433 and Dynein transport cell count -0.748.
Cc1cc(S(=O)(=O)NC(C)C)ccc1OCC(=O)N1CCOCC1 was read as M1AAP inhibition -9.2%, AID2073 5.9%, M17LAP inhibition 16.8%, human PMI inhibitors -9.1%, Dynein transport -0.605, LYP phosphatase -3.2%, PMI inhibitors -2.1%, Siah-1 displacement 1.1%, XIAP antagonists -11.2%, Dynein transport cytoplasmic EGFP 0.197, Dynein transport nuclear GR-EGFP -0.402 and Dynein transport cell count 0.574.
`COc1cccc(/C(C)=N/NS(=O)(=O)c2ccc(Cl)cc2)c1` gave M1AAP inhibition 1.5%, AID2073 2.4%, M17LAP inhibition -0.7%, human PMI inhibitors 3.2%, Dynein transport 0.752, LYP phosphatase -3.6%, PMI inhibitors 2.3%, Siah-1 displacement 1.3%, XIAP antagonists -1.0%, Dynein transport cytoplasmic EGFP 0.163, Dynein transport nuclear GR-EGFP 0.271 and Dynein transport cell count -0.634.
Screening CC(Sc1nc(N)c2c3c(sc2n1)CSC(C)(C)C3)C(=O)Nc1ccccc1 (stereo unspecified) returned M1AAP inhibition 10.1%, AID2073 2.9%, M17LAP inhibition 7.3%, human PMI inhibitors 10.7%, Dynein transport 0.103, LYP phosphatase 2.9%, PMI inhibitors 13.0%, Siah-1 displacement -0.4%, XIAP antagonists -3.9%, Dynein transport cytoplasmic EGFP -0.242, Dynein transport nuclear GR-EGFP 0.11 and Dynein transport cell count 0.395.

Screening data (PubChem BioAssay)
